Bioassay records: PubChem BioAssay, several laboratories
BoNT F protease = BoNT/F light chain protease inhibitors, primary screen, biochemical, flow cytometry, MLPCN library; Botulinum neurotoxin type F light chain protease (Clostridium botulinum); Multiplex microsphere protease cleavage assay; inhibition, % at 10 µM; 360,000 compounds, 0.22% hits; in the data active means inhibition above about 35%, passing the limit was not always enough; inconclusive means no clear call, values can overlap the other calls; further: plate controls were buffer without enzyme for full effect and enzyme alone for no effect
BioA inh = M. tuberculosis BioA enzyme inhibitors, primary screen, biochemical, plate reader, single point, HTS; inhibition, % at 9.99 µM; 7,8-diaminopelargonic acid synthase BioA (Mycobacterium tuberculosis); purified M. tuberculosis BioA enzyme; AID 602481, 2012; 360,000 compounds, 0.096% hits; in the data active means inhibition above about 40%; inconclusive means no clear call, values can overlap the other calls
Mtb UGM inh = M. tuberculosis UGM enzyme inhibitors, primary screen, biochemical, fluorescence polarization, single point | UDP-galactopyranose mutase (Mycobacterium tuberculosis (strain ATCC 25618 / H37Rv)), … | purified UGM, fluorescence polarization probe displacement | inhibition, % at 10 µM | 320,000 compounds, 0.06% hits; in the data active means inhibition above about 10%, passing the limit was not always enough; inconclusive means no clear call, values can overlap the other calls
GDH-TPI counter = GDH-TPI coupling enzyme inhibitors, primary screen, artefact control for M. tuberculosis FBA inhibitor project, biochemical, absorbance, full deck; GDH-TPI coupled enzyme counterscreen, NADH absorbance; inhibition, % at 4.8 µM; 360,000 compounds, 1.2% hits; AID 588335, 2011; in the data active means inhibition above about 30%;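 further: 0% = DMSO wells and 100% = wells lacking the enzyme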
Mtb FBA inh = Mtb FBA enzyme inhibitors, primary screen, biochemical, fluorescence, strain H37Rv. 360,000 compounds, 2.3% hits. purified M. tuberculosis FBA, fluorescence read-out. inhibition, % at 1 µM; in the data active means inhibition above about 27%;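 further: 0% = vehicle and 100% = reference inhibitor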
Target sequence (P9WQA3 whole entry, looked up): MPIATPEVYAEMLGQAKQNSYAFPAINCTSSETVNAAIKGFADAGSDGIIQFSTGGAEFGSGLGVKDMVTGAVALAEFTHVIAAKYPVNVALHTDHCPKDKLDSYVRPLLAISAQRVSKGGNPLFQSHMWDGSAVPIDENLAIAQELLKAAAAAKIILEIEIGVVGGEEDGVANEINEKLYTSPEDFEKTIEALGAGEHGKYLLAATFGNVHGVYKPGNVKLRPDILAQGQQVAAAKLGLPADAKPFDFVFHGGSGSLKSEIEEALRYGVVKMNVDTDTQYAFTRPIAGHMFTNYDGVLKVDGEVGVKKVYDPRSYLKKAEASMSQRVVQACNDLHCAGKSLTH
MazEF act = activators of E. coli MazEF toxin-antitoxin RNase, primary screen, biochemical, fluorescence, uHTS; Endoribonuclease toxin MazF (Escherichia coli (strain K12)), P0AE70; FAM/BHQ RNA-DNA oligo cleavage fluorescence, 5 h; activation, % at 20 µM; 350,000 compounds, 0.32% hits; in the data active means activation above about 50%
Target sequence (P0AE70 whole entry, looked up): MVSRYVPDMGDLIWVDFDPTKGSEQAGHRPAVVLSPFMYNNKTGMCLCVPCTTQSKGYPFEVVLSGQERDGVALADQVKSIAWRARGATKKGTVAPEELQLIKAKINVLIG
Rv3671c protease = Rv3671c serine protease inhibitors, primary screen, biochemical, fluorescence polarization, M. tuberculosis H37Rv; P9WHR9; inhibition, % at 5.96 µM; 320,000 compounds, 0.048% hits; in the data active means inhibition above about 38%;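 further: extracellular domain of Rv3671c used as enzyme; 0% = enzyme with DMSO and 100% = no enzyme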
Target sequence (P9WHR9 whole entry, looked up, the tested form may be a part): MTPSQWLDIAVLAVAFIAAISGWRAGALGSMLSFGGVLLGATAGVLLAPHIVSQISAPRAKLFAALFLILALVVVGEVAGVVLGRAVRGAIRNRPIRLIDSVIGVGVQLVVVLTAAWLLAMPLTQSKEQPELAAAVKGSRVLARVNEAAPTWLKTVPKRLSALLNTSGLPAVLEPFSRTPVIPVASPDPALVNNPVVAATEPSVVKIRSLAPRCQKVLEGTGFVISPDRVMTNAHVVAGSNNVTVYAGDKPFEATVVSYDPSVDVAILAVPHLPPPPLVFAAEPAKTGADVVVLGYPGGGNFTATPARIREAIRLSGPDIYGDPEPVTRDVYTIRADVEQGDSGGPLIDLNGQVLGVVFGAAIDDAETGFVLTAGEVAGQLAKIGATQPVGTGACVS
FadD28 binding = inhibitors of FadD28 bisubstrate probe binding, primary screen, biochemical, fluorescence polarization, single point; Mycobacterium tuberculosis FadD28 fatty-acid-AMP ligase; 360,000 compounds, 0.22% hits; inhibition, % at 12.5 µM; in the data active means inhibition above about 8.5%, passing the limit was not always enough; inconclusive means no clear call, values can overlap the other calls
PrPC TRFRET = inhibitors of human cell surface prion protein PrPC, primary screen, cell-based, TR-FRET; 370,000 compounds, 0.43% hits; inhibition, % at 13.8 µM; TR-FRET read-out; in the data active means inhibition above about 24%; further: 0% = median of the test wells and 100% = reference compound wells
Numbers without * were called inactive; u = inconclusive; x = not tested or not shown; + = active, no number; & = joins results of further samples.

SMILES	BoNT F protease	BioA inh	Mtb UGM inh	GDH-TPI counter	Mtb FBA inh	MazEF act	Rv3671c protease	FadD28 binding	PrPC TRFRET
CCC(C)(C)NC(=O)C(c1ccc(OC)cc1)N(C(=O)CCC(=O)Nc1cc(C)on1)c1ccc2c(c1)OCO2 (stereo unspecified)	6	-2.9	0.0	10	-1	-1	6	1.6	-2
COc1ccc(-c2cc(C(=O)Nc3ccc4c(c3)OCO4)no2)cc1	30	-2.5	1.3	-4	2	-2	0	-1.9	3
CCc1ccc(NC(=O)C(=O)NCC2CCCN2S(=O)(=O)c2cccs2)cc1 (stereo unspecified)	-25	-4.3	-0.8	3	-2	-8	-11	-3.0	-3
COc1ncnc2c1oc1nc(C)c3c(c12)CC(C)(C)OC3	-2	-3.4	-0.9	1	-1	0	-1	-3.3	0
CCc1ccccc1N(C(C)=O)c1nc(CN=C=S)cs1	6	3.0	1.9	-10	1	2	-6	-3.4	5
CCCCC[n+]1ccn(C2=C([O-])c3ccccc3C(=O)/C2=N\S(=O)(=O)c2ccccc2)c1	-6	-0.5	0.2	14	-2	10	-30	-0.7	-51
CCN1C(=O)C(c2ccc(O)cc2)(c2ccc(O)cc2)c2ccccc21	-2	x	-0.3	0	4	1	1	-1.7	-9
CCOc1ccccc1-n1c(N)c(C(N)=O)sc1=S	2	-1.3	-0.5	32*	-2	4	4	-2.6	-15
O=c1[nH]c(Cl)ccc1CN1CCOCC1	-5	-2.2	-0.8	-1	0	3	-11	-0.5	4
CCOC(=O)c1nc(NCCc2ccccc2)sc1C	-7	x	0.5	0	-7	4	2	-3.0	12
O=C1NC(Cc2ccccc2)c2nc3cc(F)c(F)cc3c(=O)n2-c2cc3ccccc3cc21 (stereo unspecified)	2	-0.6	x	15	4	-8	x	-1.1	6
Nc1ccccc1NC(=O)c1ccccc1	-8	0.7	0.6	4	0	9	1	-0.8	4
Cn1c(-c2sccc2OCc2ccccc2)n[nH]c1=S	11	2.1	-0.1	7	8	3	-9	0.0	0
Cc1noc(C)c1CCC(=O)Nc1cc(C(=O)O)ccc1Cl	-5	-0.7	x	6	0	-5	x	0.7	3
Fc1ccccc1/C=N/Nc1ccc(Cl)nn1	-4	-1.7	-0.5	11	0	6	7	x	-7
CC1=C(C(=O)N2CCCCCC2)CC(CC(=O)NCCCCc2ccccc2)C(=O)N1Cc1ccccc1 (stereo unspecified)	-3	3.9	x	x	-1	x	x	-4.7	-4
Cc1sc2ncnc(N3CCC(C(=O)NNC(=O)COc4cccc(C(F)(F)F)c4)CC3)c2c1C	4	x	2.1	1	-2	-2	-1	-5.6	3
O=C(O)CN1C(=O)/C(=C\c2ccccc2OCc2ccc(Cl)cc2)SC1=S	-15	x	-4.1	12	-2	4	-16	-11	0
COc1nc(NC2CCCCC2)nc(NC(C)(C)C)n1	-13	x	-0.3	-5	1	0	3	-2.4	11
O=c1cc(CN2CCN(c3ccc(O)cc3)CC2)nc2scc(-c3ccccc3)n12	-1	-0.1	-0.5	-3	2	-3	9	-1.3	0
C=CC12CN(C)C3C4COC(CC41)C1(C(=O)Nc4ccccc41)C32 (stereo unspecified)	2	-0.1	x	3	0	x	x	-2.5	9
Cc1ccc(C)c(C(=O)CSc2nc3ccccc3c(=O)[nH]2)c1	6	x	-0.8	2	1	-16	3	-2.0	-5
Nc1ccc(-c2ncc(-c3ccccc3)o2)cc1	9	-0.1	-0.9	27	+	6	-5	4.2	10
Cc1[nH]c2ccccc2c1C(=O)CN1CC(C)CC(C)C1 (stereo unspecified)	8	x	-2.0	0	-3	5	2	1.4	4
CCOc1cc(NS(=O)(=O)c2ccc(NC(C)=O)cc2)c(OCC)cc1NC(=O)C(C)C	6	-1.1	1.0	10	3	-3	0	-1.5	15

Some of the entries so far, bar-delimited:
Structure | BoNT F protease | BioA inh | Mtb UGM inh | GDH-TPI counter | Mtb FBA inh | MazEF act | Rv3671c protease | FadD28 binding | PrPC TRFRET
CCC(C)(C)NC(=O)C(c1ccc(OC)cc1)N(C(=O)CCC(=O)Nc1cc(C)on1)c1ccc2c(c1)OCO2 (stereo unspecified) | 6 | -2.9 | 0.0 | 10 | -1 | -1 | 6 | 1.6 | -2
COc1ccc(-c2cc(C(=O)Nc3ccc4c(c3)OCO4)no2)cc1 | 30 | -2.5 | 1.3 | -4 | 2 | -2 | 0 | -1.9 | 3
CCc1ccc(NC(=O)C(=O)NCC2CCCN2S(=O)(=O)c2cccs2)cc1 (stereo unspecified) | -25 | -4.3 | -0.8 | 3 | -2 | -8 | -11 | -3.0 | -3
COc1ncnc2c1oc1nc(C)c3c(c12)CC(C)(C)OC3 | -2 | -3.4 | -0.9 | 1 | -1 | 0 | -1 | -3.3 | 0
CCc1ccccc1N(C(C)=O)c1nc(CN=C=S)cs1 | 6 | 3.0 | 1.9 | -10 | 1 | 2 | -6 | -3.4 | 5
CCCCC[n+]1ccn(C2=C([O-])c3ccccc3C(=O)/C2=N\S(=O)(=O)c2ccccc2)c1 | -6 | -0.5 | 0.2 | 14 | -2 | 10 | -30 | -0.7 | -51
CCN1C(=O)C(c2ccc(O)cc2)(c2ccc(O)cc2)c2ccccc21 | -2 | x | -0.3 | 0 | 4 | 1 | 1 | -1.7 | -9
CCOc1ccccc1-n1c(N)c(C(N)=O)sc1=S | 2 | -1.3 | -0.5 | 32* | -2 | 4 | 4 | -2.6 | -15
O=c1[nH]c(Cl)ccc1CN1CCOCC1 | -5 | -2.2 | -0.8 | -1 | 0 | 3 | -11 | -0.5 | 4
CCOC(=O)c1nc(NCCc2ccccc2)sc1C | -7 | x | 0.5 | 0 | -7 | 4 | 2 | -3.0 | 12
O=C1NC(Cc2ccccc2)c2nc3cc(F)c(F)cc3c(=O)n2-c2cc3ccccc3cc21 (stereo unspecified) | 2 | -0.6 | x | 15 | 4 | -8 | x | -1.1 | 6

Individual results from the results shown.
BoNT F protease result of Cc1sc2ncnc(N3CCC(C(=O)NNC(=O)COc4cccc(C(F)(F)F)c4)CC3)c2c1C reads 4
Rv3671c protease result of Fc1ccccc1/C=N/Nc1ccc(Cl)nn1 reads 7

Next structures follow.
SMILES	BoNT F protease	BioA inh	Mtb UGM inh	GDH-TPI counter	Mtb FBA inh	MazEF act	Rv3671c protease	FadD28 binding	PrPC TRFRET
CC(C)OCc1ccc(C(=O)N2CCN(S(=O)(=O)c3ccc(Br)s3)CC2)cc1	4	-3.6	-4.9	-1	6	-4	-3	-0.9	-2
O=c1c(Cc2ccccc2)c(O)ccn1Cc1ccc2c(c1)OCO2	-2	x	-1.6	-1	-2	2	-11	-2.6	4
O=C(Nc1ccccc1)c1cc(C2CCCCN2C(=O)OCCF)on1 (stereo unspecified)	7	0.8	x	-15	-1	x	x	-4.1	-1
COc1ccc2oc(C(=O)N3CCc4ccccc43)c(C)c2c1	3	-1.4	1.8	8	-2	-8	-4	-0.7	6
COc1cc(CNCc2ccc(C)cc2)cc(OC)c1OC	u	-0.6	4.5	5	1	7	-9	-1.5	4
CCc1ccc2nc(NC(=O)c3ccc(N4C(=O)CCC4=O)cc3)sc2c1	-2	x	-0.1	11	1	-3	-37	-3.8	6
Cc1ccc(-c2cnc(NC(=O)CCC(=O)N3CCCCC3)n2C)cc1	-4	1.9	1.6	8	2	3	-3	-0.4	3
COc1cnc(-c2ccccn2)nc1Oc1cccc(C(F)(F)F)c1	u	x	2.8	1	0	x	0	-3.5	0
O=C(NNC(=O)C1CC1)c1cc(Br)c(Br)s1	-10	-1.0	2.3	-6	-1	-4	-2	-1.9	1
CCOc1ccc(-c2cc(C(=O)N3CCN(C)CC3)c3ccccc3n2)cc1	1	-0.6	-1.2	19	92*	1	0	0.1	-4
O=C(NCCCc1ccccc1)c1cccc(NC(=O)C2CCCCC2)c1	-2	-1.2	x	3	-2	2	x	-2.5	4
Cc1cn(-c2cc(C(=O)Nc3ccc(C)c(NC(=O)C(=O)c4c[nH]c5ccccc45)c3)cc(C(F)(F)F)c2)cn1	-11&5	0.1&-0.6	3.1	21&7	0&-1	-22&-18	-138	-3.7&-3.6	4&-3
Cc1ccc(NC(=O)C2CCCN(S(=O)(=O)c3cnc[nH]3)C2)cc1F (stereo unspecified)	-5	0.9	-0.2	-5	-1	4	5	-2.3	8
COC(=O)C(C#N)c1nc2ccccc2nc1N1CCCC1 (stereo unspecified)	12	-2.8	-2.3	13	4	4	-3	-3.1	-6
CCc1ccc(CNC(=O)C2CC(=O)N(C3CCCC3)C2)cc1 (stereo unspecified)	5	-2.7	0.8	3	2	6	-8	0.3	4
O=C(COC(=O)C1(c2ccc(Cl)cc2)CCCC1)Nc1ncc(C(F)(F)F)cc1Cl	-8	x	0.4	10	-3	-5	-12	-7.1	3
COc1ccc(Br)cc1C(=O)Nc1ccc(C(=O)NCC(C)C)cc1	-3	-1.3	-1.9	3	1	-1	5	-3.1	-5
CCc1nnc(NC(=O)CSc2nnc(-c3ccco3)n2CC)s1	0	x	3.4	-6	-2	1	-2	1.1	-4
O=c1c2cc([N+](=O)[O-])ccc2sn1-c1ccccc1	-2	-4.7	x	14	-1	-19	x	0.9	-7
CCN(CC)C(=O)Cn1cc(S(=O)(=O)CC(=O)NC2CCCCC2)c2ccccc21	2	-1.0	u	-10	33*	-1	-6	0.6	3
CCOC(=O)c1c(SC)nc(SC)c2c1CCC2	5	x	0.4	-4	2	-3	0	0.9	-1
Cc1ccc(C(=O)NC2CCCCCCC2)cc1S(=O)(=O)N1CCOCC1	-8	0.0	x	7	-1	1	x	-4.4	-1
CC1CCN(C(=O)NC(=O)c2ccc(Cl)cc2)CC1	-3	-4.7	-6.6	5	1	6	-1	-1.2	-2
O=C(CSc1nnc(CCCO)n1-c1ccccc1)Nc1nccs1	-10	1.1	-0.7	-2	-1	6	3	-3.3	4
COc1ccc(C(C)=NNC(=O)c2cccc(S(=O)(=O)N3CCCC3)c2)cc1	4	8.0	0.1	-3	0	8	-5	-1.8	2
(next part)
SMILES	BoNT F protease	BioA inh	Mtb UGM inh	GDH-TPI counter	Mtb FBA inh	MazEF act	Rv3671c protease	FadD28 binding	PrPC TRFRET
O=C(COc1ccc(Cl)cc1Cl)N1CCNC1=O	12	-0.6	-3.5	-2	1	5	-2	-2.0	-2
COc1cc(CN2CCCC(N3CCc4ccccc4C3)C2)c(Cl)cc1O (stereo unspecified)	-1	0.8	-1.1	8	1	3	-2	-2.3	1
O=C(CSc1ccccn1)N1CCCC(Nc2ccccc2)C1 (stereo unspecified)	23	0.2	x	-4	-5	9	x	-3.0	8
COCCCNC(=S)NNC(=O)c1ccoc1C	2	1.5	-3.6	-4	2	-3	-7	-0.6	4
CCOC(=O)C(=Cc1ccc(Br)cc1)C(=O)OCC	-4	0.4	-3.2	-6	1	-3	x	-0.5	0
C1=Nc2ccccc2CN1c1ccccc1	-9	x	-0.8	9	3	1	5	-1.4	0
CCc1ccc(NC(=O)COc2ccc(/C=C(/C#N)c3nc4ccccc4[nH]3)cc2OC)cc1	-1	-2.8	-0.3	28	-2	32	-45	-2.1	5
O=C1N2CN(C(c3ccccc3)c3ccccc3)CN=C2SC1(CO)CO	-1	-1.7	-2.2	8	-2	4	-2	-0.6	-2
O=C1Nc2ccc(S(=O)(=O)N(CCO)CCO)c3cccc1c23	-16	0.8	1.4	8	32*	3	x	-4.7	-20
CC(=O)NC1C(=O)N(CCc2ccccc2)c2ccccc21 (stereo unspecified)	2	1.4	1.7	-3	-5	3	-2	-0.3	0
CNC(=O)C(C#N)(Cc1cc(C(C)=O)ccc1OC)Cc1cc(C(C)=O)ccc1OC	4	0.0	-0.7	4	37*	-2	2	-0.1	-7
COc1ccc(/C=N/Nc2nc(-c3cccnc3)nc3ccccc23)c(OC)c1	u	-2.0	-0.6	-6	3	-55	-2	-7.3	2
